APEX1 inh – blocks human APE1 abasic DNA cleavage. P27695. Potency, µM (titrated, usually from 65.8 µM), without a hit: at the highest dose activity change, negative = inhibition, usual class: inhibitors. hit rate 0.35% among 350,000. recombinant APE1, TAMRA/BHQ-2 abasic DNA cleavage fluorescence;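 note: potency is the fitted concentration of half-maximal effect; plate controls were vehicle for no effect and reference inhibitor for full effect; nearly all actives have a fitted effect of over 55% in size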
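Step 1: APE1 (0.75 nM) with compound, 15 min RT. Step 2: add 50 nM fluorophore/quencher THF duplex. Step 3: three fluorescence reads 60 s apart (525/598 nm); read 3 minus read 1 = reaction progress.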
Apoferritin bind – candidate novel general anesthetic via apoferritin binding. P02791. apoferritin/1-aminoanthracene competitive binding, fluorescence. Potency, µM (doses to about 77.5 µM), for inactives: top-dose activity change, negative = displacement, hits mostly inhibitors. AID 485281. hit rate 0.074% among 350,000; note: potency is the fitted concentration of half-maximal effect; % is set by controls: 0 for no effect and ±100 for the full control effect; nearly all actives have a fitted effect of over 20% in size
Target sequence (P02791 2-175 limits assumed): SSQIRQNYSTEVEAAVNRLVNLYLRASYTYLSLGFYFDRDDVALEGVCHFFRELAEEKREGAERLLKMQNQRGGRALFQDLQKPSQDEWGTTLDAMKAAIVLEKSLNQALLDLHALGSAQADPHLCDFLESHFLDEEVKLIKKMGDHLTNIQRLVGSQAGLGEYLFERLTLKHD
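Concentration-response curves derived by four-parameter Hill fitting of normalized fluorescence, where compounds displaced 1-AMA from 10 uM horse apoferritin following a brief 10 min room-temperature incubation; propofol titration acted as positive control.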
12-LOX inh – blocks human arachidonate 12S-lipoxygenase | P18054 | purified 12hLO, xylenol orange hydroperoxide absorbance | Potency, µM (titrated, usually from 108 µM), without a hit: top-dose activity change, negative = inhibition, most hits filed as inhibitors | hit rate 1.1% among 580,000 | AID 1671190; note: potency is the fitted concentration of half-maximal effect; % is set by controls: 0 for no effect and ±100 for the full control effect
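Hydroperoxide product was detected by ferrous iron/xylenol orange as the 573 to 405 nm absorbance ratio. Arachidonic acid at 40 uM (final) was turned over for 30 min at room temperature by 150 nM human 12hLO, pH 7.0 Hepes buffer, after 15 min compound preincubation.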
ERG-DNA inh – blocks human ERG Ets domain binding to DNA; hit rate 0.028% among 370,000; Potency, µM (titrated, usually from 76.9 µM), for inactives: at the highest dose FP activity, negative = inhibition, hits mostly inhibitors; fluorescence polarization, His-ERG Ets domain / labelled DNA; active = well fitted inhibition curve with a large enough effect in the polarisation, with a control signal flat; inconclusive = small, poorly fitted or top-dose-only effect, or effect the other way, or a change in a side signal; inactive = no such curve, though single readings can be large or run the other way; the % refers to the polarisation;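 note: polarization taken with two DNA probes labelled with fluorescein and Texas red; potency is the fitted concentration of half-maximal effect; % of control where 0% means no effect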
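His-tagged ERG Ets domain (1 uM in the protein solution; 300mM KCl, 50mM Tris-HCl, 1mM EDTA, 1mM DTT, pH 7.5) received compound, then a probe mix of 5 nM fluorescein-DNA and 100nM Texas-615-DNA. Fluorescence polarization was read for both dyes.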
POLK inh – DNA polymerase kappa (human) inhibition | Potency, µM (titrated, usually from 107 µM), for the others: top-dose activity, negative = inhibition, usual class: inhibitors | Q9UBT6 | AID 588579 | purified Pol kappa, fluorescent DNA synthesis assay, 10 min | hit rate 0.53% among 400,000; note: potency is the fitted concentration of half-maximal effect; % is set by controls: 0 for no effect and ±100 for the full control effect
Target sequence (Q9UBT6 whole entry, looked up): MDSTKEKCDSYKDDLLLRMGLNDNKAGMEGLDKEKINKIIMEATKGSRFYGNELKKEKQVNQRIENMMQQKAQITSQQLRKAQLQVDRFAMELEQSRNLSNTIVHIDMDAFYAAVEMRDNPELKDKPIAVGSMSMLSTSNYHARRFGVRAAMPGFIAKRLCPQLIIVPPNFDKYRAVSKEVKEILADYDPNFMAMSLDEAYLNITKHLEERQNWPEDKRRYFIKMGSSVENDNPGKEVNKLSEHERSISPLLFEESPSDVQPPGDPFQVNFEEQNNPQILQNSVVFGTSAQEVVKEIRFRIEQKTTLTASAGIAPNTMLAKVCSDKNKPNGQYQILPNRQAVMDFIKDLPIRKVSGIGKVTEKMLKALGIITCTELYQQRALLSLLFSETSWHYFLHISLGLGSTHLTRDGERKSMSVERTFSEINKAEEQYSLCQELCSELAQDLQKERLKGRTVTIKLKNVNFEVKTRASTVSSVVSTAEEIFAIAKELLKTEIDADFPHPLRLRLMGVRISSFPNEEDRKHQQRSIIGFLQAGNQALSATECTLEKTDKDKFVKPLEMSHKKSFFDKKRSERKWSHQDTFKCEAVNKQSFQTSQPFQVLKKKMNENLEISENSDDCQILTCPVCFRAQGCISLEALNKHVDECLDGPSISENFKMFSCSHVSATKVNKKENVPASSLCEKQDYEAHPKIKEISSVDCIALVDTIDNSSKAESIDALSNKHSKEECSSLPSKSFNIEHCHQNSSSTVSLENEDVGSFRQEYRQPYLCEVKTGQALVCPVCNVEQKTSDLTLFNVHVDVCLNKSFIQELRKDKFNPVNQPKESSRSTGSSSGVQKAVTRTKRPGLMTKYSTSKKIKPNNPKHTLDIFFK
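First, compounds were pin-transferred onto 10 nM Pol kappa. After 15 min at room temperature, substrate was added to 50 nM final. Fluorescence was then measured kinetically at 0 and 10 min.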
POLI inh – DNA polymerase iota (human) inhibition | Q9UNA4 | Pol iota fluorescent replication assay, 10 min | Potency, µM (series often up to 115 µM), for the others: at the highest dose activity, negative = inhibition, most hits filed as inhibitors | hit rate 1% among 390,000 | AID 588590; note: potency is the fitted concentration of half-maximal effect
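Fluorescent replication assay read twice, at 0 min and 10 min after adding 50 nM (final) substrate. Enzyme (10 nM) and compounds were first incubated 15 min at room temperature; enzyme-free buffer wells were negative controls.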
BLM inh – blocks DNA unwinding by human BLM helicase. hit rate 0.2% among 350,000. AID 2528. Potency, µM (highest dose often 56.1 µM), for inactives: at the top dose activity change, negative = inhibition, hits mostly inhibitors. P54132. recombinant BLM DNA unwinding, fluorescence dequenching;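 note: potency is the fitted concentration of half-maximal effect; plate controls were vehicle for no effect and no enzyme for full effect; nearly all actives have a fitted effect of over 35% in size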
TRHR ag – TRH receptor (human) agonism | P34981 | TRHR cells, calcium flux fluo-8, FDSS agonist mode | activation, % at 2 µM | hit rate 0.18% among 360,000 | AID 493084; in the data active = activation above about 30%; note: 0% is about no effect
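Read-out: compound-evoked intracellular calcium rise in TRHR cells, fluo-8 dye, kinetic FDSS fluorescence at 1 s/cycle following a 10-cycle baseline. Cells cultured overnight before dye loading (30 min–1.5 h, RT).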
POLB inh – blocks human DNA polymerase beta activity. P06746. Pol beta primer extension/strand displacement, fluorescence kinetic. Potency, µM (highest dose often 114 µM), for the others: top-dose activity change, negative = inhibition, most hits filed as inhibitors. hit rate 1.3% among 340,000; note: potency is the fitted concentration of half-maximal effect; % is set by controls: 0 for no effect and ±100 for the full control effect
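Values derive from four-parameter Hill fits of normalized kinetic data: reads at 0 and 10 min following addition of 50 nM substrate to 10 nM Pol beta preincubated 15 min with compound.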
Numbers without * were called inactive; ? = inconclusive; / = no result given; & = joins results of further samples; [ ] = dose if it differs, or a comment. Unless noted, calls come from the whole dose curve; as a rule, active = well fitted curve in the direction sought with a large enough effect; inconclusive = small, poorly fitted or top-dose-only effect, or another doubt; inactive = no such curve, though single readings can be large; an effect the other way counts as inactive or inconclusive. Not all compounds are listed, so the mix of outcomes need not match the whole.

SMILES	APEX1 inh	Apoferritin bind	12-LOX inh	ERG-DNA inh	POLK inh	POLI inh	BLM inh	TRHR ag	POLB inh
CC(=O)c1ccc2c(c1)CC(C)C(=O)N2C (stereo not drawn)	4%	-13%	12%	-2%	-22%	10%	0%	-0.8	39%
COc1ccc2c(c1)CC(NC(=O)Nc1cc(Cl)ccc1OC)CO2 (stereo not drawn)	/	58%[activator]	?	6%	-6%[60.1 µM]	-9%	-6%	-0.6	?
CC(NC(=O)C1CCC(CNS(=O)(=O)c2ccccc2)CC1)c1ccc2c(c1)OCCO2 (stereo not drawn)	3%	-12%	/	/	/	/	-6%	-0.4	3%
CSc1nncc(-c2ccc(F)c(F)c2)n1	7%	-17%	0%	-5%	-4%	13%	0%	0.0	10%
Cc1ncc(CN2CCCC(C(=O)Nc3ccc(-c4cscn4)cc3)C2)cn1 (stereo not drawn)	-7%	-8%	-15%	4%	-7%	103%[activator]	-1%	0.5	42%
CC1CCCCC1NC(=O)c1ccc(NS(=O)(=O)c2ccc3[nH]c(=O)[nH]c3c2)cc1 (stereo not drawn)	27%	/	-10%	14%	0%	18%	/	-0.2	/
COc1ccc(-n2nc(C(=O)Nc3ccc(Br)cc3C)c3c4ccccc4n(C)c3c2=O)cc1	/	-5%	-28%	-5%	-7%	12%	1%	0.6	0%
CNc1nc2c(Cl)cc(Cl)cc2s1	3%	5%	8%	-15%	7%	17%	-1%	0.1	4%
O=C(Cc1cccs1)NCc1ccccc1F	2%	-10%	-4%	-10%	-6%	23%	2%	0.5	10%
COc1ccc(OC)c2c(C)cc(N3CCN(C(=O)c4ccc(Cl)cc4)CC3)nc12	6%	-1%	?	8%	3%	22%	2%	-1.0	9%
O=C(Cn1c(COc2ccccc2)nc2ccccc21)Nc1cc(Cl)cc(Cl)c1	13%	2%	?	-1%	-2%	?	-6%	0.7	1%
COC(=O)c1ccc(-n2cncn2)c([N+](=O)[O-])c1	-2%	-5%	-12%	-13%	-8%	36%[activator]	-2%	0.1	10%
O=C(NC(=S)NCCC1=CCCCC1)c1ccco1	6%	?	45µM*	-11%	-12%	46%[activator]	-8%	0.3	7%
Cc1nnsc1S(=O)c1ccccc1Cl (stereo not drawn)	-1%	0%	-19%	-4%	-2%	11%	-1%	0.3	33%
O=C1NC(=O)C(Cc2ccccc2)(c2cccnc2)N1 (stereo not drawn)	5%	11%	0%	-1%	-13%	30%	1%	0.5	-4%
O=S1(=O)CC/C(=N\O)c2ccccc21	4%	-2%	?	-17%	4%	-5%	6%	-0.1	-13%
COc1ccc(C(=O)NC(=S)N2CCNC(=O)C2)cc1Br	2%	0%	11%	-11%	-7%	21%	5%	0.2	0%
O=c1cc(N2CCCCC2)c(-c2ccccc2)nn1Cc1cccc(Cl)c1	-1%	-12%	-14%	2%	-11%	-8%	-2%	0.9	-17%
CCCNS(=O)(=O)c1ccc(OCC(=O)Nc2ccc3c(c2)OCO3)cc1	13%	-7%	19%	1%	-4%	44%[activator]	0%	-0.3	4%
COc1cccc(CC2(CO)CCCN(CC3=Cc4cc(Cl)ccc4OC3)C2)c1 (stereo not drawn)	-3%	4%	-17%	2%	1%	64%[activator]	-11%	0.9	2%
CC(C)CNS(=O)(=O)c1ccc(CCC(=O)NCCC2=CCCCC2)cc1	1%	-22%	32%[activator]	5%	-16%	5%	0%	0.0	6%
CC1(C(=O)NC(=S)NNC(=O)c2ccncc2)CCCCC1	5%	-17%	?	-10%	-2%	15%	-2%	12	21%
Cc1ccc(Sc2nnc(-c3ccccc3)cc2C#N)cc1	2%	-14%	55%[activator]	6%	-19%	12%	-6%	0.5	-11%
Cc1cccc(CS(=O)(=O)Cc2ccc(C(=O)NC3CCCC3)o2)c1	26%	-9%	-5%	-2%	-15%	-13%	0%	0.2	26%
OCC[C@H]1C[C@H](O)[C@@H](O)[C@]2(OCc3ccccc32)O1	-2%	/	28%	-4%	9%	4%	/	0.1	/

Three entries already listed, arranged by molecular weight, lowest first.
SMILES	APEX1 inh	Apoferritin bind	12-LOX inh	ERG-DNA inh	POLK inh	POLI inh	BLM inh	TRHR ag	POLB inh
CSc1nncc(-c2ccc(F)c(F)c2)n1	7%	-17%	0%	-5%	-4%	13%	0%	0.0	10%
Cc1cccc(CS(=O)(=O)Cc2ccc(C(=O)NC3CCCC3)o2)c1	26%	-9%	-5%	-2%	-15%	-13%	0%	0.2	26%
CCCNS(=O)(=O)c1ccc(OCC(=O)Nc2ccc3c(c2)OCO3)cc1	13%	-7%	19%	1%	-4%	44%[activator]	0%	-0.3	4%

The listing picks up with the two entries that preceded the break.
SMILES	APEX1 inh	Apoferritin bind	12-LOX inh	ERG-DNA inh	POLK inh	POLI inh	BLM inh	TRHR ag	POLB inh
Cc1cccc(CS(=O)(=O)Cc2ccc(C(=O)NC3CCCC3)o2)c1	26%	-9%	-5%	-2%	-15%	-13%	0%	0.2	26%
OCC[C@H]1C[C@H](O)[C@@H](O)[C@]2(OCc3ccccc32)O1	-2%	/	28%	-4%	9%	4%	/	0.1	/
COc1ccccc1C(=O)NC(=O)Nc1ccc(-n2nc(C(F)(F)F)cc2C(F)(F)F)cc1	/	-5%	?	-15%	1%	-11%	5%	0.8	51%
Cc1ccc(C(=O)NNC(=O)c2ccc(NS(=O)(=O)c3cccs3)cc2)o1	27%	/	40%[activator]	-2%	-25%	15%	/	-0.1	/
Cc1cccc(C(=O)OCC(=O)NCc2cccs2)c1	-4%	-10%	17%	1%	-16%	18%	-3%	-0.2	17%
c1ccc(-c2nc(N3CCOCC3)cc(N3CCOCC3)n2)cc1	-1%	-2%	0%	2%	-4%	12%	-4%	0.1	8%
Cc1cccc(NC(=S)N(Cc2cccc(Br)c2)CC2CCC(C(=O)O)CC2)c1 (stereo not drawn)	-6%	-2%	?	10%	12%	27%	0%	0.3	32%
Cc1cccc(CSc2nn3c(=O)c(C)nnc3s2)c1	3%	-12%	11%	-10%	-4%	37%[activator]	5%	-0.4	1%
CC1CC2(CCCCC2)Nc2ccc3ccccc3c21 (stereo not drawn)	1%	-16%	?	2%	-3%	?	2%	0.0	0%
CCC(CC)C1C(C#N)=C(N)Oc2cc(C)oc(=O)c21 (stereo not drawn)	17%	-12%	-1%	/	-4%	-3%	-5%	-1.1	-8%
O=C(NCc1cccc(C(F)(F)F)c1)C1CC(c2ccccc2C(F)(F)F)=NO1 (stereo not drawn)	4%	-5%	?	-11%	-12%	-14%	-9%	-0.3	-10%
O=c1n(Cc2ccccc2Cl)c2ccccc2c2nc(-c3ccccc3)nn12	/	-5%	0%	0%	-1%	43%[activator]	-2%	0.3	-8%
Cc1ccc(CNC(=O)Cc2cccs2)cc1	28%	-21%	72%[activator]	-13%	4%	17%	0%	-0.5	3%
CCOC(=O)N1CCN(C(=O)/C=C/c2ccc(OC)c(OC)c2)CC1	2%	-5%	0%	5%	8%	13%	-4%	0.6	22%
Cc1ccc(-c2[nH]nc3c2C(c2ccoc2)C(C#N)=C(N)O3)cc1C (stereo not drawn)	13%	-20%	/	/	-15%	?	-7%	-0.2	?
Cc1cccc(NC(=O)c2cccnc2)c1C	44%	-3%	0%	-3%	-8%	108%[activator]	0%	0.2	20%
CCn1nnc(NC(=O)C(c2ccccc2)c2ccccc2)n1	-1%	-14%	-7%	-2%	-8%	127%[activator]	-2%	-0.5	1%
O=C(Nc1ccc(N2CCN(c3ccc(C(F)(F)F)cn3)CC2)nc1)c1cccs1	-4%	-3%	25%	-3%	4%	47%[activator]	-9%	0.0	?
Cc1ccc(C(=O)NC(CCc2ccccc2)C(=O)O)cc1 (stereo not drawn)	-2%	/	0%	-12%	-13%	?	/	/	/
COc1ccc(/C=C/c2cccc[n+]2C)c(O)c1	2%	2%	?	-1%	-3%	?	-15%	0.6	-1%
CCOC(=O)CSc1cc(=O)n(CC)c2ccccc12	-1%	-18%	9%	-1%	-3%	17%	-1%	-0.6	5%
CCCC(=O)Nc1nn(C)c2nc3ccc(C)cc3cc12	17%	52%[activator]	?	10%	-5%	40%[activator]	0%	-0.6	-1%
Cn1ncc(C#N)c1NC(=O)C1CC(c2c(F)cccc2Cl)=NO1 (stereo not drawn)	15%	1%	9%	/	0%	9%	-11%	0.9	5%
COC(=O)c1c(NC(=O)C2Cc3ccccc3C(=O)O2)sc2c1CCCC2 (stereo not drawn)	1%	-3%	-4%	3%	-4%[60.1 µM]	29%	0%	-0.1	-3%
CCCCn1c(=O)[nH]c(=O)c2c1nc(-c1ccc3ccccc3c1)n2CC	2%	-5%	-20%&137%	-16%	-4%	24%	-3%	-1.3	3%
O=C(Nc1cccc(Cl)c1)N1N=CCC1c1ccccc1 (stereo not drawn)	-4%	-11%	149%[activator]	-1%	-15%	45%[activator]	-5%	-0.2	-16%
COc1ccc2c(c1OC)C(=O)OC2[C@H]1c2c(cc3c(c2OC)OCO3)CCN1C (stereo partly drawn)	/	5%[29.3 µM]	?	/	-7%[12 µM]	/	4%	/	/
O=C1Nc2ccccc2/C1=C/c1ccccc1Cl	-14%	?	-2%	-4%	-6%	124%[activator]	-11%	0.4	36%
CCOC(=O)N1CCN(c2cc(C)c([N+](=O)[O-])cc2F)CC1	3%	-20%	-29%	-1%	-10%	-9%	-4%	0.3	18%
CCC(CC)C(=O)Nc1nnc(S(=O)(=O)N2c3ccccc3CC2C)s1 (stereo not drawn)	-1%	?	20%[57.4 µM]	-14%&3%	10%&-3%	13%&26%	2%&-2%	8.9&-0.2	25%&-2%
O=C(O)Cc1sc(Nc2cccc3ccccc23)nc1-c1ccc(F)cc1	5%	-13%	?	-3%	-6%	72%[activator]	-12%	0.8	?

Assay outcomes deposited in PubChem BioAssay by National Center for Advancing Translational Sciences (NCATS).
